Assay outcomes deposited in PubChem by National Center for Advancing Translational Sciences (NCATS).
KB-3-1 tox: qHTS assay for MDR1-selective chemotherapeutics: Primary screen using the parental adenocarcinoma cell KB-3-1. KB-3-1 viability, CellTiter-Glo ATP luminescence, 72 h. Potency, µM (highest dose often 46.1 µM), inactives show at the highest dose activity change, negative = cytotoxic, most hits filed as cytotoxic. 400,000 compounds, 1.4% hits; note: potency is the fitted concentration of half-maximal effect; % is set by controls: 0 for no effect and ±100 for the full control effect; nearly all actives have a fitted effect of over 60% in size
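Cells are dispensed, compounds pinned in, plates held at 37 °C for 72 h, then CellTiter-Glo is added and luminescence read after 10 minutes. Cell line: parental KB-3-1 in phenol-red-free DMEM, 10% FBS.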
MCF10A rereplic: A quantitative high throughput screen for small molecules that induce DNA re-replication in MCF 10a normal breast cells. MCF 10A DNA re-replication, Hoechst nuclear intensity, 48 h. Potency, µM (top dose mostly 46.1 µM), for the others: at the highest dose activity, positive = re-replication, actives largely listed as activators. 350,000 compounds, 2.9% hits; note: potency is the fitted concentration of half-maximal effect; % of control where 0% means no effect; nearly all actives have a fitted effect of over 50% in size
ATXN2 expr inh: Primary qHTS for Inhibitors of ATXN expression. 360,000 compounds, 0.72% hits. AID 1745845, 2022. HEK-293 ATXN2-luciferase reporter, luminescence, 24 h. Potency, µM (doses to about 57 µM), for inactives: at the top dose activity change, negative = inhibition, most hits filed as inhibitors; note: potency is the fitted concentration of half-maximal effect; % is set by controls: 0 for no effect and ±100 for the full control effect; nearly all actives have a fitted effect of over 55% in size
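ATXN2-luciferase reporter cells (luciferase flanked by upstream and downstream ATXN2 gene portions) were treated 24 h at 37 °C with compounds at up to 57 uM. SteadyGlo luminescence gave expression; GF-AFC fluorescence gave viability.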
HT1080 IDH1KD tx: qHTS for induction of synthetic lethality in tumor cells producing 2HG: qHTS for the HT-1080-IDH1KD cell line; HT-1080 IDH1 knockdown viability, ATP luminescence, 48 h; Potency, µM (titrated, usually from 46.1 µM), for inactives: at the top dose activity, negative = toxicity, most hits filed as cytotoxic; AID 686971, 2013; 360,000 compounds, 2% hits;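 note: potency is the fitted concentration of half-maximal effect; 0% = DMSO wells and -100% = cell-free medium wells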
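IDH1KD HT-1080 cells, 750/well, RPMI + 5% FBS; compound pinned after 2 h settling; 48 h, 37 °C; CellTiter-Glo luminescence; % activity normalised to DMSO and no-cell wells; curves fitted, classed by r2 and efficacy.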
KB-V1 MDR tox: qHTS assay for MDR1-selective chemotherapeutics: Primary screen using the drug-selected MDR subline cells KB-V1; KB-V1 MDR cells viability, CellTiter-Glo, 72 h; Potency, µM (series often up to 46.1 µM), for the others: at the top dose activity change, negative = cytotoxicity, most hits filed as cytotoxic; 400,000 compounds, 3.4% hits; note: potency is the fitted concentration of half-maximal effect; % is set by controls: 0 for no effect and ±100 for the full control effect; nearly all actives have a fitted effect of over 60% in size
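Luminescent ATP read-out (CellTiter-Glo, 10 min) measures survival of drug-selected KB-V1 MDR cells after 72 h, 37 degrees C compound exposure. Medium: phenol-red-free DMEM, 10% FBS. Values from fitted concentration-response curves.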
SW480 rereplic: A quantitative high throughput screen for small molecules that induce DNA re-replication in SW480 colon adenocarcinoma cells; 340,000 compounds, 1.8% hits; Potency, µM (highest dose often 46.1 µM), for inactives: at the top dose re-replication activation, most hits filed as activators; AID 624297, 2012; SW480 DNA re-replication, Hoechst DNA content imaging, 48 h; note: potency is the fitted concentration of half-maximal effect; % of control where 0% means no effect; nearly all actives have a fitted effect of over 55% in size
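Per well, 250 cells were exposed to pinned compound for 48 hr. Nuclear DNA was visualised with Hoechst (40 min, 37 C) and total object intensity recorded by fluorescence scanning.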
HT1080-NT tox: qHTS for induction of synthetic lethality in tumor cells producing 2HG: qHTS for the HT-1080-NT fibrosarcoma cell line | Potency, µM (top dose mostly 46.1 µM), inactives show at the top dose activity, negative = less viability, actives largely listed as cytotoxic | HT-1080-NT fibrosarcoma viability, CellTiter-Glo ATP luminescence, 48 h | 360,000 compounds, 1.6% hits;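 note: NT is the 2HG producing partner of a matched IDH1 knockdown line; potency is the fitted concentration of half-maximal effect; 0% = DMSO-treated cells and -100% = media-only wells without cells; nearly all actives have a fitted effect of over 55% in size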
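Toxicity toward the 2HG-producing NT line was scored as %Activity, normalised to DMSO and no-cell wells, from CellTiter-Glo luminescence after 48 hours' treatment.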
ATXN viability: Viability Counterscreen for Primary qHTS for Inhibitors of ATXN expression; 400,000 compounds, 0.49% hits; AID 651635, 2014; S2 cells (HEK-293 line with an ATXN2-luciferase reporter) viability, CellTiter-Fluor protease fluorescence, 24 h; Potency, µM (doses to about 56.7 µM), actives largely listed as cytotoxic; note: potency is the fitted concentration of half-maximal effect; nearly all actives have a fitted effect of over 40% in size
IL1B secr inh: qHTS for Inhibitors of Inflammasome Signaling: IL-1-beta AlphaLISA Primary Screen | THP-1 LPS/ATP IL-1B secretion, AlphaLISA, 16 h; hits give low values | activity change, % at 57.5 µM | 360,000 compounds, 4.7% hits; in the data active = activity change below about -50%; inconclusive = mostly about -30% to -49%; note: % is set by controls: 0 for no effect and ±100 for the full control effect
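THP-1 cells pretreated 1 hr with compounds (up to 57.5 uM final), then stimulated with LPS (250 ng/mL final) plus ATP (1.25 mM final); secreted IL-1B measured by AlphaLISA after 16 hr, decreased signal indicating inhibition.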
* = called active by the depositor; i = inactive; ? = inconclusive; / = no result given; & = joins results of further samples; [ ] = another dose, or the depositor's remark. Unless noted, calls come from the whole dose curve; as a rule, active = well fitted curve in the direction sought with a large enough effect; inconclusive = small, poorly fitted or top-dose-only effect, or another doubt; inactive = no such curve, though single readings can be large; an effect the other way counts as inactive or inconclusive. Not a hit list; 11% or so of the library scored in one or more.

SMILES	KB-3-1 tox	MCF10A rereplic	ATXN2 expr inh	HT1080 IDH1KD tx	KB-V1 MDR tox	SW480 rereplic	HT1080-NT tox	ATXN viability	IL1B secr inh
CCS(=O)(=O)N1Cc2ccccc2CC1C(=O)Nc1nc(C)cs1 (centres undefined)	-5%	5%[9.22 µM]	50%[activator]	9%	?	-13%	16%	i	-4
Cn1c(N2CCOCC2)c(/C=N/OC(=O)c2cccnc2Cl)c2ccccc21	-14%	0%	14%	8%	-18%	-7%	-16%	i	52
Cc1cccc(C(C(=O)NC2CCCC2)N(C(=O)c2csnn2)C2CC2)c1 (centres undefined)	?	-24%	4%	-2%	-16%	-1%	2%	i	-4
COc1ccc(-c2nc3cc(C)c(Br)c(C)n3c2Cc2ccc(C)cc2)cc1OC	0%	/	6%	-1%	17%	/	5%	i	17
CCOC(=O)c1ccccc1NC(=O)N1CCN(Cc2cc(=O)n3nc(-c4ccccc4)sc3n2)CC1	-12%	/	3%	/	?	/	/	i	/
O=C(NCC1COCCO1)c1cc(COc2ccc(F)cc2F)on1 (centres undefined)	/	2%	-4%	-1%	/	9%	-9%	i	-9
Cc1noc(NS(=O)(=O)c2ccc(NS(=O)(=O)c3ccc(Cl)cc3)cc2)c1C	18%	2%	7%	0%	0%	-3%	-1%	i	12
COc1cc(Cl)c(C)cc1NC(=O)c1cn(C2CCCC2)c(=O)c2c1c1ccccc1n2C	-4%	/	-7%	/	1%	/	/	i	/
Cc1c(C)n(C(=O)CN2CCC(C)CC2)c2ccccc12	0%	-1%	3%	-1%	28%	-2%	1%	i	-5
C=CCSc1nc2ccccc2c(=O)n1C1CCOC(C)(C)C1 (centres undefined)	27%	21%	-13%	-7%	-6%	0%	-10%	i	49
CCC(C)c1ccccc1NC(=O)Cc1coc2cc3c(cc12)CCC3 (centres undefined)	0%	?	-8%	-4%	-17%	6%	1%	?	-13
Cc1cc(NS(=O)(=O)c2ccc(NC(=O)COc3cc(C)c(Br)cc3C(C)C)cc2)no1	19%	/	-5%	/	24%	/	/	i	/
CC(C)(C)c1ccc(S(=O)(=O)N2CCC(CO)(CC3CCCCO3)CC2)cc1 (centres undefined)	-20%	0%	-10%	-17%	?	3%	-28%	i	-72*
Cc1cc(C)nc(Nc2n[nH]c(-c3ccccc3N)n2)n1	-12%	?	-32%	33µM*	2%	29µM*	-20%	i	39
CC(C)C(=O)N1CCN(S(=O)(=O)c2ccc3ccccc3c2)CC1	-21%	1%	-17%	-2%	-22%	2.9µM*	1%	i	-2
COc1ccc(C2C3=C(CC(C)(C)CC3=O)Oc3ncn(Cc4ccco4)c(=N)c32)cc1 (centres undefined)	-5%	?	-15%	?	-8%	-4%	-6%[9.24 µM]	i	-60*
O=C(O)c1ccc(-c2ccc(/C=C3\NC(=O)N(Cc4ccc(Cl)cc4)C3=O)o2)cc1	14%	2.1µM*	/	-7%	-5%	10µM*	0%	i	-12
CO[C@@H]1CN(C)C(=O)c2ccc(NC(=O)C3CCC3)cc2OC[C@H](C)N(CC2CCCCC2)C[C@H]1C	-17%	/	/	?	?	/	?	/	?
COc1cccc(NC(=O)c2cc(-c3ccc(C)o3)nc3ccccc23)c1	-18%	14%	-1%	-29%	-4%	?	-7%	i	-17
CCCCOC(=O)C1CN(c2ccccc2)N=C1C(C)=O (centres undefined)	0%	7%	0%	0%	-8%	?	-2%	i	-1

Two records drawn at random from the list so far, as already listed:
SMILES	KB-3-1 tox	MCF10A rereplic	ATXN2 expr inh	HT1080 IDH1KD tx	KB-V1 MDR tox	SW480 rereplic	HT1080-NT tox	ATXN viability	IL1B secr inh
Cc1cc(NS(=O)(=O)c2ccc(NC(=O)COc3cc(C)c(Br)cc3C(C)C)cc2)no1	19%	/	-5%	/	24%	/	/	i	/
CO[C@@H]1CN(C)C(=O)c2ccc(NC(=O)C3CCC3)cc2OC[C@H](C)N(CC2CCCCC2)C[C@H]1C	-17%	/	/	?	?	/	?	/	?

The listing continues:
SMILES	KB-3-1 tox	MCF10A rereplic	ATXN2 expr inh	HT1080 IDH1KD tx	KB-V1 MDR tox	SW480 rereplic	HT1080-NT tox	ATXN viability	IL1B secr inh
COCCn1nnnc1C(C(C)C)N1CCSCC1 (centres undefined)	-5%	-4%	-16%	8%	0%	-1%	0%	?	14
O=C(NCc1ccc(F)cc1)C1CCCN1C(=O)Nc1cccc(F)c1 (centres undefined)	2%	3%	/	-1%	-1%	-5%	2%	i	13
Cn1c(=O)[nH]c(=O)c2c1nc(CN1CCOCC1)n2CCc1ccccc1	2%	14%	18%	6%	-22%	1%	-2%	i	20
O=C(CN1CCOCC1)Nc1cccc(Br)c1	12%	3%	1%	6%	15%	-9%	11%	i	-15
CC(OC(=O)c1cc(=O)c2ccccc2o1)C(=O)Nc1ccc(N(C)C)cc1 (centres undefined)	23%	-2%	8%	1%	3%	1%	-3%	i	22
COc1ccc(NC(=O)CSc2nnc(-c3ccc(OC)cc3)s2)cc1	16%	/	13%	/	4%	/	/	i	/
CCCNC(=O)C1(C)CCN(C(=O)C(c2ccccc2)c2ccccc2)C1 (centres undefined)	0%	/	-26%	-14%	-2%	/	-13%	i	-15
Cc1cc(C)n2nc(-c3cnn(C)c3C(F)(F)F)c(Cl)c2n1	-18%	0%	4%	3%	-26%	-5%	7%	i	8
CC(C)C(NC(=O)c1ccc(Cl)cc1Cl)C(=O)NCCc1ccccn1 (centres undefined)	6%	0%	-9%	2%	-7%	-3%	2%	?	4
CCOC(=O)c1[nH]c(C)c(CCC(=O)Nc2ccc(Br)c(C)c2)c1C	11%	/	-31%	/	-13%	/	/	i	/
CCCCn1c(SCC(=O)NC2CCS(=O)(=O)C2)nc2ccccc2c1=O (centres undefined)	-4%	-2%	-2%	4%	15%	-5%	-3%	i	31
Cc1cccc(C(=O)N[C@H](C(=O)NCc2cccs2)C(C)C)c1	1%	2%	-10%	6%	9.2µM*	-1%	0%	i	-5
COc1cccc(NC(=O)CNC(=O)N2CC(=O)Nc3ccccc32)c1	0%	12%	27%	1%	?	?	11%	i	-2
N#CC(C#N)=c1ccc2c(c1)N1C(c3ccccc3)=CC(c3ccccc3)C3CCCCC31N=2 (centres undefined)	4%	-9%	-7%	17%	11%	5%	12%	i	-7
CCOC(=O)c1c(C)[nH]c(C(=O)N2CCN(CC)CC2)c1C	-4%	2%	-14%	14%	20%	-15%	3%	i	-19
[O-]/C(=C(\C(=S)NCCN1CCOCC1)[n+]1ccccc1)c1ccc(Cl)s1	28%	1%	2%	7%	98%	2%	-1%	i	-4
CC(Sc1nc(-c2ccccc2)nc2c1COC(C)(C)C2)C(=O)N1CCOCC1 (centres undefined)	3%	5%	/	12%	8%	-13%	15%	/	7
Clc1ccc(-c2nc3ncccn3c2Nc2ccc3c(c2)OCCO3)cc1	?	-4%	0%&-28%	-5%	0%&-2%	-4%	-10%	i	2
O=C(COc1ccc2oc3c(c2c1)CCCC3)Nc1ccc(Br)cc1	3%	/	-7%	/	?	/	/	i	/
CN(CC(=O)Nc1cccc(S(=O)(=O)N2CCCC2)c1)CC(=O)Nc1ccc(F)c(F)c1F	-15%	0%	-11%	2%	21µM*	2%	-13%	i	14
O=C(O)c1ccc(O)c(O)c1	0%	2%	2%	1%	0%	-4%	0%	i	12
O=C(O)CN1C(=O)C2C3CC(C2C1=O)C1C(c2ccccc2)c2sc(=O)[nH]c2SC31 (centres undefined)	1%	-5%	-8%	10%	-7%	/	15%	i	0
O=C(c1ccncc1)N1CCN(c2ccc3ccccc3n2)CC1	-25%	-1%	-16%	3%	?	-16%	-2%	i	5
O=C1Nc2ccc([N+](=O)[O-])cc2OC1CCN1CCN(c2ccccc2)CC1 (centres undefined)	?	?	-28%	-14%	-2%	-1%	-26%	i	24
CC1=CC(C)(C)N2C(=O)C3(NCCc4c3[nH]c3ccccc43)c3cc(C)cc1c32 (centres undefined)	?	9%	-20%	15µM*	?	?	?	22µM*	-13
Cc1cc(CNC(=O)COC(=O)c2ccc(Cl)c(N)c2)cc(C)c1O	-13%	-3%	0%	-2%	-7%	-57%[inhibitor]	-3%	i	4
c1ccc(SCc2nc(-c3cccnc3)no2)cc1	21%	-2%	34%[activator]	-4%	7%	-7%	0%	i	-3
O=C(CN1C(=O)NC2(CCCCC2)C1=O)Nc1ccccc1Cl	0%	-5%	0%	2%	?	-5%	2%	i	5
CCCCOC(=O)Nc1ccc(C(C)C)cc1	-3%	11%	65%[activator]	12%	0%	0%	17%	i	-60*
Cc1cc(C)cc(OCC(=O)OCC(=O)NC2CC2)c1	28%	-10%	7%	2%	-1%	-1%	-1%	i	25
CCN(C(=O)c1cccc(F)c1)c1ccccc1C	-1%	14%	-13%	4%	10%	-5%	0%	i	12
COC(=O)C1CC(=O)N(CCc2c[nH]c3ccccc23)C1 (centres undefined)	-3%	0%	4%	-2%	29%	-6%	-8%	i	19
N#Cc1ccccc1OCC(=O)Nc1nc(-c2ccccn2)cs1	-21%	/	/	?	-11%	/	?	?	82
COCCCn1cc(CN2CC(N3CCN(Cc4ccccc4F)CC3)CS2(=O)=O)nn1 (centres undefined)	11%	/	10%	7%	?	/	24%	i	-2
COc1cc(OC)cc(C(=O)Nc2nc3ccccc3[nH]2)c1	?	?	6%	-13%	?	3%	-16%	i	-3

Single values from the list.
In MCF10A rereplic, O=C(NCc1ccc(F)cc1)C1CCCN1C(=O)Nc1cccc(F)c1 (centres undefined) is listed with 3%
In MCF10A rereplic, O=C(CN1C(=O)NC2(CCCCC2)C1=O)Nc1ccccc1Cl is listed with -5%
